Epigenetic derep: epigenetic control regulation, reporter derepression. murine LDR cells, GFP reporter derepression, 30 h. Potency, µM (series often up to 53.9 µM), inactives show at the highest dose GFP activation, hits mostly activators. hit rate 0.2% among 280,000; also: potency is read from the fitted curve at half-maximal effect; % of control where 0% means no effect; nearly all actives have a fitted effect of over 60% in size
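Derepression of a silenced CMV-GFP reporter in murine LDR cells is scored by enumerating GFP-positive cells with a laser-scanning microplate cytometer after 30 hours of treatment at 37 C.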
TRb-SRC2 inh: disrupts binding of human TR beta to SRC2; Potency, µM (doses to about 106 µM), for the others: top-dose activity change, negative = inhibition, hits mostly inhibitors; hit rate 0.065% among 280,000; TRbeta-SRC2 peptide binding, fluorescence polarization; receptor liganded with 1 µM T3; AID 1469; P10828;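 also: potency is read from the fitted curve at half-maximal effect; plate controls were bound peptide for no effect and peptide without receptor for full effect; nearly all actives have a fitted effect of over 50% in size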
Target sequence (P10828 whole entry, looked up): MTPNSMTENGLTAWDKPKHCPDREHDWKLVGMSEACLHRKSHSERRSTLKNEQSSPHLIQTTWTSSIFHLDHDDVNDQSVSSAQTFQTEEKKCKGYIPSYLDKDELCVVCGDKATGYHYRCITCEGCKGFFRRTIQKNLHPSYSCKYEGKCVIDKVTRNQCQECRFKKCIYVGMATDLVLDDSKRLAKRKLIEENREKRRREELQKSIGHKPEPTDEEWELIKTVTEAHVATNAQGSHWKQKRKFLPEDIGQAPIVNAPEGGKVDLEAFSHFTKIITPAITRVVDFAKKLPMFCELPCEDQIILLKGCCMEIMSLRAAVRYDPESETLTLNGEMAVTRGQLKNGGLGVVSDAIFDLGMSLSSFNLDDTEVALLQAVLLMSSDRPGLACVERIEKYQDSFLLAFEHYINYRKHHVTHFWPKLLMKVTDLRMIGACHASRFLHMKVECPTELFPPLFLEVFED
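A fluorescence polarization screen tested compounds at multiple concentrations against complex formation between 0.6 uM TRb ligand-binding domain and 20 nM Texas Red SRC2 peptide, with 1 uM T3 present; readout after 5 hr.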
Tau fluor counter: counter-screen for tau fibril formation inhibitors | tau K18 P301L (four-repeat tau fragment) Alexa594 fluorescence, heparin fibrillization | AID 1463 | Potency, µM (highest dose often 57.7 µM), without a hit: at the top dose activity change, negative = decrease | hit rate 0.93% among 280,000; also: potency is read from the fitted curve at half-maximal effect; % is scaled to controls: 0 for no effect and ±100 for the full control effect; nearly all actives have a fitted effect of over 55% in size
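Human K18 P301L tau (15 uM unlabeled plus 0.24 uM Alexa 594-labeled, final) in 100 mM sodium acetate pH 7 was mixed with compound and 20 uM heparin and incubated 6 hr at 37 C.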
CBFb-RUNX1 inh: CBF-beta/RUNX1 interaction disruption | Q01196+Q13951 | AlphaScreen CBFb-His/RUNX1-biotin binding, biochemical | Potency, µM (titrated, usually from 59.8 µM), inactives show at the highest dose activity, negative = inhibition, most hits filed as inhibitors | 230,000 tested, under 10 active | AID 1477; also: % of control where 0% means no effect
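AlphaScreen binding: CBFb-His and RUNX1-biotin (30 nM each) preincubated 20 min, compound added for 15 min, then nickel and streptavidin beads for 90 min, all at room temperature. Disruption of the interaction by any mechanism counts as activity.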
NPSR antagonist: neuropeptide S receptor (human) antagonism, cAMP; Q6W5P4; CHO-NPSR cells, cAMP TR-FRET, antagonist mode; Potency, µM (titrated, usually from 38.3 µM), for the others: top-dose activity change, negative = inhibition, most hits filed as inhibitors; hit rate 1% among 220,000; AID 1461; also: potency is read from the fitted curve at half-maximal effect; % is scaled to controls: 0 for no effect and ±100 for the full control effect; nearly all actives have a fitted effect of over 50% in size; many of its hits are not listed in these tables
TexasRed fluor: alters Texas Red total fluorescence, flagging assay interference. Potency, µM (top dose mostly 106 µM), without a hit: at the highest dose fluorescence change, negative = quenching. hit rate 0.29% among 280,000. AID 1479. TRb/SRC2 Texas Red total fluorescence interference; active = well fitted curve in either direction with a large enough effect; inconclusive = small, poorly fitted or top-dose-only effect; also: potency is read from the fitted curve at half-maximal effect; % is scaled to controls: 0 for no effect and ±100 for the full control effect
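Human TRβ ligand-binding domain (0.6 uM) and Texas Red SRC2 peptide (20 nM) in Tris buffer with 1 uM T3 and 5% DMSO were incubated with pinned compound for 5 hr at ambient temperature. Total fluorescence was computed as S + 2P (555/632 nm).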
Tau FP inhib: blocks human tau fibril formation measured by polarization | K18 P301L tau heparin fibrillization, Alexa594 FP, 6 h | Potency, µM (titrated, usually from 57.7 µM), for the others: top-dose activity, negative = inhibition, most hits filed as inhibitors | hit rate 0.39% among 280,000 | AID 1468; also: potency is read from the fitted curve at half-maximal effect; % is scaled to controls: 0 for no effect and ±100 for the full control effect; nearly all actives have a fitted effect of over 55% in size
Target sequence (P10636 561-689 P618L limits assumed): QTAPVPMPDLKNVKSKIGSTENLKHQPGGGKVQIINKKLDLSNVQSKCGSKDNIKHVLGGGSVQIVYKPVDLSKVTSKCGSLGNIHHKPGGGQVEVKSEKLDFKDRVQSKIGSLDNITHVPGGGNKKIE
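Steps: dispense K18 P301L tau (15 uM plus 0.24 uM Alexa 594 tracer, final) in pH 7 sodium acetate; add compound; add heparin (20 uM final); incubate 6 hr, 37 C; add ThT (30 uM final); after 1 hr ambient, read FP.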
aGal spleen mod: alpha-galactosidase A (human) modulation; P06280; human spleen homogenate, 4MU-alpha-Gal fluorescence, 40 min; Potency, µM (top dose mostly 80 µM), without a hit: at the top dose activity change, negative = inhibition, most hits filed as inhibitors; hit rate 0.008% among 240,000;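 also: potency is read from the fitted curve at half-maximal effect; 0% = enzyme with vehicle and -100% = no enzyme basal signal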
Target sequence (P06280 32-429 limits assumed): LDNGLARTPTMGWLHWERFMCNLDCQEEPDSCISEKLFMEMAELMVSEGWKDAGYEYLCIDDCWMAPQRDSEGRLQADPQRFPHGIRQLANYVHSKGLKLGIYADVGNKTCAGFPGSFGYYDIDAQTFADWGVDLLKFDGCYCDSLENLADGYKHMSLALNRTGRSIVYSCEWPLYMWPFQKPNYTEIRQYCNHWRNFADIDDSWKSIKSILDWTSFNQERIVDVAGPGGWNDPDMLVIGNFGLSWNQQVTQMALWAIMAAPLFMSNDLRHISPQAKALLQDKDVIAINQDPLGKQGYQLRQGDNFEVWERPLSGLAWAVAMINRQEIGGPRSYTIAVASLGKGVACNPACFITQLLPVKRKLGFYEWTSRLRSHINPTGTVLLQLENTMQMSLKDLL
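qHTS titration in buffer at pH 5.0. Alpha-galactosidase activity in spleen homogenate was measured via 4-methylumbelliferone release from 1 mM fluorogenic substrate after 40 min at 37C and a pH 10 stop. AC50 came from Hill fits of control-normalized data.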
The depositor's hits bear a star; ? = inconclusive; · = not tested or not shown; & = joins results of further samples; [ ] = dose if it differs, or a comment. Unless noted, calls follow the shape of the dose curve; as a rule, active = well fitted curve in the direction sought with a large enough effect; inconclusive = small, poorly fitted or top-dose-only effect, or another doubt; inactive = no such curve, though single readings can be large; an effect the other way counts as inactive or inconclusive. An excerpt (hit frequency here may not be typical).

SMILES	Epigenetic derep	TRb-SRC2 inh	Tau fluor counter	CBFb-RUNX1 inh	NPSR antagonist	TexasRed fluor	Tau FP inhib	aGal spleen mod
COc1cc(Cl)c(C)cc1NC(=O)Cc1ccc(OC)c(OC)c1	1.2%	-6%	-1%	-2%	-10%	-5%	2%	5%
CC(C)(/C=N/NC(=O)CSCc1ccccc1Cl)CCC#N	-3.0%	-5%	-1%	16%	4%	1%	-3%	3%
COc1ccc(OC)c(NC(=O)Nc2ccccc2C)c1	-1.0%	1%	-26%	-7%	-8%[46.1 µM]	-2%	11%	4%
CCN(CC)CCN1C(=O)C(O)=C(C(=O)c2cccs2)C1c1ccc(C)o1 (stereo not given)	-1.1%	-6%	0%	2%	-12%[46.1 µM]	-1%	1%	1%
O=C(COC(=O)c1cc(-c2cccnc2)nc2ccccc12)Nc1ccc(F)cc1F	0.0%	1%	?	-8%	9%	-29%	-2%	2%
CCOC(=O)Cc1csc(NS(=O)(=O)c2ccc(Br)cc2)n1	3.0%	-5%	5%	0%	5%	-2%	6%	2%
O=C1NC(=O)C2(CCc3ccccc32)N1 (stereo not given)	-0.1%	-11%	2%	5%	-6%[46.1 µM]	-2%	-8%	5%
CN(C)c1ncc(S(=O)(=O)c2ccccc2)c(N)n1	-1.1%	-3%	14%	-1%	11%	-6%	0%	0%
CCOC(=O)c1ccc(NC(=O)C(=O)NCC2(c3ccc(OC)cc3)CCOCC2)cc1	1.1%	-2%	-14%	24%	-8%	-6%	6%	0%
CC(=O)Nc1cccc(/C(C)=N/NC(=O)c2c(-c3ccccc3Cl)noc2C)c1	0.1%	-10%	-5%	1%	2%	-7%	-4%	-1%
O=C(O)c1cc(Cl)c(Cl)cc1C(=O)N1CCOCC1	-0.7%	-3%	0%	4%	-6%[46.1 µM]	0%	1%	3%
O=c1[nH]cnc2sc3c(c12)CCCC3	1.2%	-17%	-3%	15%	-3%[46.1 µM]	2%	-13%	14%
Cc1ccc(Cl)cc1NC(C#N)c1ccccc1 (stereo not given)	1.2%	-1%	-19%	7%	-16%	2%	-5%	11%
O=C(Nc1ccc(NC(=O)c2ccco2)cc1)c1ccc2c(c1)OCCO2	-1.6%	?	-9%	2%	1%	-16%	-16%	5%
COC(=O)c1cc(NC2c3ccccc3C(=O)N2c2ccc(Cl)cn2)cc(C(=O)OC)c1 (stereo not given)	1.0%	4%	-13%	-2%	?	-1%	2%	-5%
CC(=O)c1cccc(NC(=O)COc2nsnc2N2CCOCC2)c1	-0.3%	-3%	-11%	3%	-11%[46.1 µM]	-1%	-13%	-2%
CN(C(=O)c1ccc2c(=O)n3c(nc2c1)CCCCC3)c1ccccc1	-0.8%	-3%	-6%	1%	-3%[46.1 µM]	0%	-12%	2%
Nc1nc(SCC(=O)c2ccc(Br)s2)n[nH]1	-1.9%	2%	-15%	5%	-2%	-4%	2%	3%
CN1CCN(c2nc(-c3ccco3)cc(C(F)(F)F)n2)CC1	0.0%	-8%	-4%	4%	4%[46.1 µM]	-1%	8%	-2%
CCCc1c(OCCCOc2ccc(OCC(=O)O)cc2)ccc(CC=O)c1O	-0.3%	1%	4%	9%[21.7 µM]	·	-1%	-5%	-5%

In a second layout: entries from further up.
Nc1nc(SCC(=O)c2ccc(Br)s2)n[nH]1
  Epigenetic derep = -1.9%; TRb-SRC2 inh = 2%; Tau fluor counter = -15%; CBFb-RUNX1 inh = 5%; NPSR antagonist = -2%; TexasRed fluor = -4%; Tau FP inhib = 2%; aGal spleen mod = 3%

O=C(COC(=O)c1cc(-c2cccnc2)nc2ccccc12)Nc1ccc(F)cc1F
  Epigenetic derep = 0.0%; TRb-SRC2 inh = 1%; Tau fluor counter = ?; CBFb-RUNX1 inh = -8%; NPSR antagonist = 9%; TexasRed fluor = -29%; Tau FP inhib = -2%; aGal spleen mod = 2%

Complete entries, quoted from the list. Order of screens: Epigenetic derep	TRb-SRC2 inh	Tau fluor counter	CBFb-RUNX1 inh	NPSR antagonist	TexasRed fluor	Tau FP inhib	aGal spleen mod
Entry for `CCN(CC)CCN1C(=O)C(O)=C(C(=O)c2cccs2)C1c1ccc(C)o1` (stereo not given) → -1.1%	-6%	0%	2%	-12%[46.1 µM]	-1%	1%	1%
Entry for `COC(=O)c1cc(NC2c3ccccc3C(=O)N2c2ccc(Cl)cn2)cc(C(=O)OC)c1` (stereo not given) → 1.0%	4%	-13%	-2%	?	-1%	2%	-5%
Entry for `CN1CCN(c2nc(-c3ccco3)cc(C(F)(F)F)n2)CC1` → 0.0%	-8%	-4%	4%	4%[46.1 µM]	-1%	8%	-2%
Entry for `CCOC(=O)c1ccc(NC(=O)C(=O)NCC2(c3ccc(OC)cc3)CCOCC2)cc1` → 1.1%	-2%	-14%	24%	-8%	-6%	6%	0%

Back to the main list, starting 3 compounds before the break.
SMILES	Epigenetic derep	TRb-SRC2 inh	Tau fluor counter	CBFb-RUNX1 inh	NPSR antagonist	TexasRed fluor	Tau FP inhib	aGal spleen mod
Nc1nc(SCC(=O)c2ccc(Br)s2)n[nH]1	-1.9%	2%	-15%	5%	-2%	-4%	2%	3%
CN1CCN(c2nc(-c3ccco3)cc(C(F)(F)F)n2)CC1	0.0%	-8%	-4%	4%	4%[46.1 µM]	-1%	8%	-2%
CCCc1c(OCCCOc2ccc(OCC(=O)O)cc2)ccc(CC=O)c1O	-0.3%	1%	4%	9%[21.7 µM]	·	-1%	-5%	-5%
O=c1c2c([nH]n1-c1ccccc1)CCCC2	1.1%	-2%	1%	0%	-17%	-2%	-3%	1%
Cc1cccc(NC(=S)NCc2cccn2C)c1	-1.2%	-3%	-15%	-5%	?	-3%	10%	1%
O=C(NNc1cccc(Cl)n1)C(F)(F)F	0.0%	-8%	1%	-9%	3%	-1%	8%	13%
CCOC(=O)c1sc(NS(=O)(=O)c2ccccc2Cl)nc1C	-2.6%	-8%	-4%	-2%	-12%[46.1 µM]	-1%	1%	-4%
CCCCCCC1CCC(C(=O)NC(C(=O)O)C(C)C)CC1 (stereo not given)	0.1%	-2%	-16%	·	·	0%	-10%	·
C=CCOc1ccc(Br)cc1CNC(C)(C)CO	4.9%	9%	-1%	3%	13%	1%	-6%	1%
COC(=O)c1ccc(NC(=O)C(=O)N2CCN(C(=S)Nc3ccc(C)cc3)CC2)cc1	0.0%	2%	-21%	-2%	-15%[46.1 µM]	6%	-7%	9%
COCCNCC(=O)Nc1ccc(OC(F)(F)F)cc1	0.0%	5%	10%	4%	5%	0%	-1%	10%
COc1ccc(-c2nc(CCNC(=O)c3cccs3)cs2)cc1	-1.6%&0.0%	3%&-10%	-5%&-7%	18%	-12%[46.1 µM]	-17%&-5%	-3%&4%	1%
CCc1c(C)nc(SCC(=O)Nc2cccc(Br)c2)[nH]c1=O	1.4%	4%	-8%	5%	-10%[46.1 µM]	0%	-5%	6%
CN1CCN(S(=O)(=O)c2ccc(Sc3nnnn3-c3ccccc3)c([N+](=O)[O-])c2)CC1	-3.2%	1%	?	12%	27%	-4%	2%	5%
Cc1cc(C)c2c(CC(=O)Nc3c(C(=O)c4ccc(F)cc4)oc4ccccc34)coc2c1	-1.0%	2%	-5%	·	·	2%	-6%	·
COc1ccc(NC(=O)C2CCCN(S(=O)(=O)c3cccnc3)C2)cc1OC (stereo not given)	-2.0%	6%	-12%	6%	18%	-2%	7%	2%
CN1CCC(N(C)C(=O)c2cc(=O)c3ccccc3o2)CC1	2.1%	0%	-8%	-7%	11%	-3%	-11%	6%
COc1ccc(CNC(=O)c2cc3c(s2)-c2c(C)cccc2OC3)cc1	0.0%	9%	-18%	·	·	-12%	-12%	·
O=C(Nc1cccc(C(=O)N2CCCC2)c1)c1ccccc1	0.0%	7%	4%	7%	0%[46.1 µM]	-9%	8%	-6%
Cc1csc(=NC(=O)c2ccccc2)n1CCO	0.0%	-7%	-8%	-1%	-1%[46.1 µM]	-5%	-7%	7%
CC(=O)c1cnc2cc(-c3ccc(Cl)cc3)nn2c1C	-0.2%	-1%	-11%	-4%	-7%[46.1 µM]	-2%	2%	3%
COc1ccccc1Nc1ncc2c(n1)CCN(Cc1cc(F)cc(F)c1)C2	-0.2%	-1%	-17%	·	·	-3%	7%	·
Nc1cc(N2CCCCC2)c(Cl)cc1[N+](=O)[O-]	-1.1%	6%	?	-4%	3%[46.1 µM]	-2%	-2%	1%
CCCCc1c(O)nc(SCC(=O)NCC2CCCO2)[nH]c1=O (stereo not given)	-2.5%	-8%	-3%	-8%	10%[46.1 µM]	-1%	-2%	-5%
Cc1ccccc1Cn1c([N+](=O)[O-])cnc1C	-0.9%	9%	-3%	8%	0%[46.1 µM]	0%	-1%	2%
C/C(CC(=O)NC1CCCC1)=N\NC(=O)C1CCCCC1	-1.4%	6%	-12%	6%	-10%	2%	-7%	-7%
CCCCOc1ccc(CNC(=O)c2cc3n(n2)CCCN(Cc2ccc(C)cc2)C3=O)cc1	-1.7%	5%	-5%	·	·	-2%	-6%	·
C#CCOCCOCCOCCNc1nc(N2CCN(C(=O)[C@H](C)n3cc(CCCN=C(N)N)nn3)CC2)nc(N2CCN(C(=O)[C@H](Cc3ccc(O)cc3)n3cc(CCO)nn3)CC2)n1	-3.0%	6%	-6%	4%[2.36 µM]	14%	-2%	-6%	3%
COc1ccc([N+](=O)[O-])cc1NC(=O)CC(c1ccccc1)c1ccccc1	-1.0%	-21%	?	1%	-22%	2%	?	0%
C=CCNC(=O)/C(=C/c1cccc([N+](=O)[O-])c1)NC(=O)c1ccccc1	-1.8%	-9%	2%	10%	3%	0%	2%	-2%
Cc1cccc(N2CCN(C(=O)c3cccc(-n4c(C)nc5cccnc54)c3)CC2)c1C	19%	-4%	-17%	·	·	0%	2%	·
CCN(CC)CCN1C(=O)C(=O)/C(=C(/O)c2ccc(C)cc2)C1c1ccncc1 (stereo not given)	0.9%	2%	14%	24%	17%[46.1 µM]	1%	9%	-11%
O=c1c(CN2CCN(c3cccc(Cl)c3)CC2)coc2c(Cl)cc(Cl)cc12	-2.2%	0%	-4%	3%	-4%[46.1 µM]	-1%	4%	-5%
CC(=O)Nc1ccc(SCC(=O)c2cc(C)n(-c3ccccc3)c2C)cc1	0.0%	9%	-29%	-20%	-12%[46.1 µM]	-18%	10%	2%

Screens as filed in PubChem BioAssay.
